Compound activity: PubChem, several laboratories
NPY-Y2 antag – blocks the human neuropeptide Y Y2 receptor; 0.99% of 140,000 active; P49146; inhibition, % at 2.7 µM; NPY-Y2 expressing cells, antagonist mode; in the data active means inhibition above about 17%;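 further: 0% = vehicle with agonist challenge and 100% = reference antagonist with challenge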
Target sequence (P49146 whole entry, looked up): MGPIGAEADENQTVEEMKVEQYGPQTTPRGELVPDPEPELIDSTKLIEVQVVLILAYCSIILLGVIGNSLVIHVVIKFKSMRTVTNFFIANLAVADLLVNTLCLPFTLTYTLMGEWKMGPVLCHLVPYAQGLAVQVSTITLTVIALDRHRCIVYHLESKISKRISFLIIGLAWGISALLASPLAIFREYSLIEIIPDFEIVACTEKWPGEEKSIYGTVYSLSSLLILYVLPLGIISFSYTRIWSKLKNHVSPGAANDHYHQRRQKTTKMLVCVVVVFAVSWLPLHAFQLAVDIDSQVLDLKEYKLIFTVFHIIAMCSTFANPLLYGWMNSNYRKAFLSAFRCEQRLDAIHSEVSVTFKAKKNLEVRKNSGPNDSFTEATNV
Measles CPE – protection of cells from measles virus; Measles virus-infected cells, CPE protection, absorbance; protection (pct of control), % at 4 µM; 1.5% of 140,000 active; AID 841; in the data active means protection mostly above about 24%, no sharp cut-off; inactive means mostly below about 26%; further: some compounds called inactive have numbers as strong as hits
Yeast lifespan up – extends the lifespan of yeast. S. cerevisiae growth with nicotinamide, OD615; deaD strain in restrictive glucose medium. inhibition of the nicotinamide effect, % at 10 µM. 0.68% of 130,000 active. AID 775;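 active means inhibition above a set limit, placed 3 SD over the median of all compounds, cut at about 26% in these data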;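 further: 0% = nicotinamide-treated wells and 100% = cells grown without nicotinamide; some compounds called inactive have numbers as strong as hits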
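Measured by: optical density (absorbance) at 615 nm; System: modified budding yeast, DeaD strain; Medium: restrictive CSMM-D dextrose medium; Timing: 4 h preincubation then 48 h treatment at 30 °C.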
Phagocytosis inh – inhibitors of macrophage phagocytosis. 0.07% of 110,000 active. inhibition, % at 5 µM. J774A.1 macrophage IgG-bead phagocytosis, imaging. AID 1029;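 active means inhibition above the mean of the plate negative controls plus 5 SD, cut at about 13% in these data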;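 further: phagocytic index as fraction of beads internalized from green versus red external bead signal; plate controls were DMSO negative control for no effect and cytochalasin-D positive control for full effect; some results beyond the cut were filed as inactive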
Yeast growth inh – reduces growth of yeast BB579 in restrictive medium | S. cerevisiae BB579 growth, OD615, 48 h | inhibition, % at 10 µM | 0.51% of 140,000 active | AID 804;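 active means inhibition above a set limit, 3 SD over the mean compound inhibition, cut at about 44% in these data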; further: inactives centre near -24
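test system = yeast BB579 (DeaD) | buffer or medium = restrictive CSMM-D medium | doses = single compound dose of 10 µM, 0.25% DMSO final | times = 4 h preincubation and 48 h exposure at 30 °C | technique = culture absorbance at 615 nm | benchmarks = amphotericin B 10 µg/mL, positive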
GALR2 blocker – GALR2 (human) receptor antagonism | O43603 | GALR2-expressing cells, antagonist mode | inhibition, % at 4 µM | 0.39% of 140,000 active; in the data active means inhibition above about 27%;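 further: cells stimulated with galanin 1-16 at roughly its EC80; 0% = agonist challenge control and 100% = basal control without agonist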
Target sequence (O43603 whole entry, looked up): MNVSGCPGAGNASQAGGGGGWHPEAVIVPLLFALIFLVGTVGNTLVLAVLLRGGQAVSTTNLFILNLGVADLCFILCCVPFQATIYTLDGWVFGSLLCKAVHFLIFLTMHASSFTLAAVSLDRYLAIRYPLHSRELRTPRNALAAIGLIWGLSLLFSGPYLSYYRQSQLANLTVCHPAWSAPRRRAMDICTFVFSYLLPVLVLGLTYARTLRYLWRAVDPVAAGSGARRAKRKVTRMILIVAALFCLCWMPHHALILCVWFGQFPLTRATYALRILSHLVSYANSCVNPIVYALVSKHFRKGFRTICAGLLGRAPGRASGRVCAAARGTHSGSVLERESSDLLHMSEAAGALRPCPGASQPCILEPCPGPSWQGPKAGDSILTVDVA
E-sel TNF inh – blocks E-selectin expression induced by TNF alpha | inhibition, % at 2 µM | 0.71% of 120,000 active | HUVEC TNFa-induced E-selectin immunofluorescence, high content;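 active means inhibition above the batch mean plus 3 SD, and confirmed as a hit on visual image review, cut at about 43% in these data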;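 further: 0% = TNF-stimulated DMSO wells and 100% = unstimulated control wells; not every result past the cut was called active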
HCT116 PTEN-null – PTEN-deleted cell growth suppression | viability, % at 10 µM | 1.2% of 140,000 active | HCT116 PTEN-null viability, CellTiter-Glo, 60 h; stronger effect = lower value;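 active means viability at or below a set limit, 4 SD under the median of all tested compounds, cut at about 3.7% in these data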;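 further: PTEN knockout HCT116 line with beta catenin targeted HCT116 as companion control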
MRP-1 activ – activators of MRP-1 | H69AR cells + doxorubicin, viability rescue, CellTiter-Glo | viability increase, % at 10 µM | 0.61% of 140,000 active | AID 799;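 active means viability gain under doxorubicin at or above a set limit, the compound median plus 3 SD, cut at about 4.7% in these data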;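 further: MRP-1 overexpressing cells given doxorubicin 25 µM after compound pretreatment; 18-22 h compound pretreatment then 72 h with doxorubicin before readout; 0% = doxorubicin-only wells and 100% = vehicle-treated cells without doxorubicin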
bCat KO growth – beta-catenin-lacking colon tumor cell growth suppression; 1.5% of 140,000 active; viability, % at 10 µM; HCT116 beta-catenin knockout viability, CellTiter-Glo, 60 h; stronger effect = lower value; AID 818;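 active means viability at or under a set limit, the compound median less 4 SD, cut at about 6% in these data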;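 further: 0% = Hyamine 1622 control at 20 µM and 100% = untreated cell control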
Active calls of the source: *; . = no result given.

Molecule | NPY-Y2 antag | Measles CPE | Yeast lifespan up | Phagocytosis inh | Yeast growth inh | GALR2 blocker | E-sel TNF inh | HCT116 PTEN-null | MRP-1 activ | bCat KO growth
Clc1ccc(SCCCCN2CCNCC2)cc1 | 7.7 | 9.8 | -5.7 | -3.3 | 12.6 | 6.2 | . | 72.5 | -3.5 | 56.7
COc1ccc(CNc2nc3ccccc3n2CCN2CCOCC2)cc1 | -1.0 | 5.3 | . | . | -11.3 | 8.0 | -6.6 | 81.3 | -4.0 | 83.8
O=C(Nc1ccc(-c2nc3ccccc3[nH]2)cc1)c1ccc(N2C(=O)CCC2=O)cc1 | 7.3 | 18.9 | -1.8 | -3.7 | 3.8 | 10.0 | -15.6 | 98.6 | -0.2 | 99.0
CCN(CC)CCCNC(=O)Cn1cc2c(n1)CCC(C)C2 (stereo not given) | 0.5 | 10.2 | -6.8 | -0.4 | -7.7 | 7.4 | 2.2 | 100.3 | -0.7 | 91.0
O=C(Nc1cccc(CCc2ccccn2)c1)c1cc(F)c(F)cc1Cl | 3.1 | 12.1 | -1.2 | -3.4 | -50.0 | 9.3 | -5.5 | 90.8 | 0.5 | 91.0
CC1(C)C(=O)Nc2ccccc2N1C(=O)CN1C(=O)c2ccccc2C1=O | -3.7 | 33.5 | -5.6 | -0.3 | -31.6 | 3.5 | -54.9 | 110.6 | -0.6 | 108.0
Cc1sc(NC(=S)NC(=O)c2ccc(C(C)(C)C)cc2)c(C#N)c1C | 0.7 | 18.9 | -13.1 | -1.9 | -42.4 | 4.2 | -3.6 | 83.8 | -3.4 | 73.0
Cc1ccc(S(=O)(=O)NCC(=O)N(CCc2ccccc2)CC(=O)NCc2ccco2)cc1 | 0.3 | 5.4 | -5.6 | -0.6 | -42.8 | 2.8 | -14.5 | 99.8 | -1.9 | 101.9
COc1cccc(OC)c1C(=O)Nc1ccc(S(=O)(=O)Nc2cc(C)nc(C)n2)cc1 | -0.2 | 2.0 | -10.8 | 2.5 | 4.7 | -16.9 | 4.9 | 102.4 | -0.1 | 95.5
CN(Cc1ccccc1)C(=O)CCSc1nc(-c2ccc3c(c2)OCO3)cc(C(F)(F)F)n1 | 4.0 | 8.2 | . | . | -39.3 | -0.9 | 20.5 | 62.3 | -4.8 | 69.0
O=C/C(=C\Nc1ccccn1)c1nc2ccccc2o1 | -2.7 | 8.6 | . | . | -22.0 | 7.8 | -12.3 | 83.2 | -3.4 | 79.7
COc1ccc(/C=N/c2oc(-c3ccccc3)cc2C#N)cc1OC | 1.8 | 13.1 | -9.3 | -0.6 | -33.0 | 1.5 | 31.7 | 100.3 | -1.6 | 95.3
COc1ccccc1-c1cc(N)n[nH]1 | -0.2 | 6.7 | -4.8 | -0.8 | 2.5 | 4.7 | . | 93.8 | -3.2 | 89.1
Cc1nc(/N=C(\N)NC(=O)N2c3ccccc3Sc3ccccc32)nc2ccccc12 | 2.1 | 1.6 | -4.1 | -7.0 | -15.7 | 10.6 | 8.0 | 90.9 | 6.5* | 87.6
COc1ccc(-n2nnnc2SCC(=O)N2CCCc3ccccc32)cc1OC | 5.0 | 11.6 | . | . | -34.6 | 5.5 | -3.8 | 85.9 | -2.9 | 98.6
COc1cc(SC)ccc1C(=O)Nc1ccon1 | -0.5 | 8.3 | -16.9 | 0.5 | -66.3 | 4.7 | 4.6 | 94.5 | -0.2 | 94.3
COc1ccccc1C(=O)Nc1ncc2c(n1)CC(c1ccco1)CC2=O (stereo not given) | 3.6 | 16.0 | -14.0 | 0.5 | 3.0 | 7.8 | -9.3 | 91.5 | -1.1 | 94.9
O=C(CSc1nnc(CCc2nc3ccccc3[nH]2)n1-c1ccccc1)NCc1ccccc1 | 1.6 | 5.2 | . | . | -28.8 | 3.1 | 15.0 | 91.3 | -2.1 | 83.9
Brc1ccc(CSc2ncn[nH]2)cc1 | 4.9 | 6.2 | -19.6 | -0.5 | -31.1 | 4.0 | -3.1 | 94.0 | 4.9* | 85.0
Cc1ccc(S(=O)(=O)N2CCC(C(=O)N[C@@H](C)C(=O)Nc3ccc4c(c3)OCO4)CC2)cc1 | 1.0 | 3.1 | -6.9 | 0.5 | -9.3 | -30.8 | -4.1 | 81.3 | 6.2* | 83.0

Sorted by heavy-atom count (lowest first): part of the list above
Molecule | NPY-Y2 antag | Measles CPE | Yeast lifespan up | Phagocytosis inh | Yeast growth inh | GALR2 blocker | E-sel TNF inh | HCT116 PTEN-null | MRP-1 activ | bCat KO growth
COc1ccccc1-c1cc(N)n[nH]1 | -0.2 | 6.7 | -4.8 | -0.8 | 2.5 | 4.7 | . | 93.8 | -3.2 | 89.1
COc1ccccc1C(=O)Nc1ncc2c(n1)CC(c1ccco1)CC2=O (stereo not given) | 3.6 | 16.0 | -14.0 | 0.5 | 3.0 | 7.8 | -9.3 | 91.5 | -1.1 | 94.9
Cc1ccc(S(=O)(=O)N2CCC(C(=O)N[C@@H](C)C(=O)Nc3ccc4c(c3)OCO4)CC2)cc1 | 1.0 | 3.1 | -6.9 | 0.5 | -9.3 | -30.8 | -4.1 | 81.3 | 6.2* | 83.0

The list continues.
Molecule | NPY-Y2 antag | Measles CPE | Yeast lifespan up | Phagocytosis inh | Yeast growth inh | GALR2 blocker | E-sel TNF inh | HCT116 PTEN-null | MRP-1 activ | bCat KO growth
CN(C)c1ccc(C(=O)c2ccccc2C(=O)O)c(O)c1 | 3.0 | 5.1 | -0.2 | 0.1 | -5.1 | 8.7 | 25.9 | 98.3 | -3.1 | 89.0
CCNC(=O)c1ccccc1NC(=O)c1cccc(S(=O)(=O)N2CCC(C)CC2)c1 | -1.9 | 28.7 | -11.8 | 0.0 | -19.9 | 6.4 | 0.7 | 57.2 | -1.7 | 56.4
COc1ccc(Br)cc1C(=O)O | 1.6 | 2.6 | -3.5 | -0.2 | -15.5 | 4.8 | 96.8* | 106.3 | -1.1 | 95.4
Cc1cc(-n2c(SCC(=O)NCc3cccs3)nc3n[nH]c(C)c3c2=N)ccc1Cl | 4.3 | 4.9 | -9.8 | . | -43.5 | -9.8 | -12.9 | . | -1.4 | 60.1
Cn1nc(-c2ccc(Cl)cc2)c2cc(C(=O)N3CCN(c4ccccc4)CC3)sc21 | 0.5 | 28.4 | -1.3 | -0.5 | -14.0 | 4.4 | . | 54.7 | -3.8 | 59.9
COc1ccccc1C(c1nnnn1CC1CCCO1)N1CCC(C(N)=O)CC1 (stereo not given) | -0.4 | 26.8 | . | . | -23.3 | 14.0 | -13.0 | 94.5 | -0.3 | 95.5
O=C(NCCCN1CCOCC1)c1ccc(Sc2ccccc2Cl)c([N+](=O)[O-])c1 | 6.5 | 12.8 | -2.8 | -4.2 | -0.4 | 3.2 | -1.1 | 75.6 | -3.1 | 60.2
COc1ccc(/C=C(\C#N)C(=O)NCc2cccs2)cc1OC | 0.7 | 5.7 | 3.2 | -9.9 | -19.0 | 9.8 | . | 106.1 | -3.2 | 95.1
Cc1cc(C)cc(Nc2nc3c(S(=O)(=O)c4ccccc4)nnn3c3ccccc23)c1 | 3.3 | 16.1 | 0.7 | -7.0 | -32.6 | 1.9 | 14.7 | 101.6 | 0.5 | 94.0
O=C(O)c1ccccc1O | -1.2 | 42.7* | 5.4 | . | -15.9 | 2.0 | . | 90.5 | -1.8 | 98.2
Cc1cccc(/C=N\NC(=O)c2csnn2)c1 | -0.4 | 5.7 | -11.2 | . | -1.0 | -1.6 | . | 100.7 | 0.1 | 97.0
CCCSc1nnc(-c2c[nH]c3ccccc23)n1CC | 0.7 | 16.9 | -3.1 | -0.3 | -39.8 | -1.4 | . | 98.8 | -1.9 | 92.9
COc1ccccc1NC(=O)CN1CCN(c2ccccn2)CC1 | 1.4 | 14.7 | . | . | -18.7 | -5.7 | -13.8 | 91.3 | -2.1 | 99.9
C=CCSc1nnc(-c2ccccc2NC(C)=O)c(=O)[nH]1 | 0.3 | 3.2 | -6.4 | . | -32.7 | -2.9 | -8.9 | 91.3 | -3.5 | 88.1
CCOc1cccc(-c2csc(C3COc4ccccc4O3)n2)c1 (stereo not given) | 0.8 | 3.0 | 4.9 | -6.3 | -32.1 | -0.1 | . | 96.9 | 0.2 | 95.5
Cc1ccc(S(=O)(=O)N2CCN(C(=O)CSc3nnnn3C)C2)cc1 | 1.1 | 1.0 | -10.9 | -0.5 | -54.3 | -2.5 | 5.4 | 93.0 | 0.0 | 96.7
CCc1ccc(NC(=O)Nc2cccs2)cc1 | 2.4 | 1.8 | -6.1 | -1.3 | -39.3 | 8.2 | 42.2 | 68.8 | -0.2 | 66.7
CCOC(=O)N1CCN(C(=O)c2nc3ccccc3s2)CC1 | 5.0 | 14.8 | -16.0 | -0.7 | -28.3 | 6.8 | -13.1 | 96.4 | -1.5 | 87.9
C#CC[N+]1(CC#Cc2ccc(C#CC[N+]3(CC#C)CCOCC3)cc2)CCOCC1 | 0.8 | 12.6 | . | . | -44.4 | -0.6 | 5.7 | 102.8 | 0.1 | 96.8
O=C(CSCc1c(Cl)cccc1Cl)Nc1ccccc1-c1ccccc1 | 37.5* | 4.3 | 10.0 | -1.8 | -46.6 | -1.3 | -9.9 | 69.5 | -1.0 | 73.4
Cc1ccc(-c2nnc(N(C)C(=O)C3CCCO3)s2)cn1 (stereo not given) | 0.3 | 3.4 | -12.3 | -2.3 | -32.6 | 5.1 | . | 106.4 | -1.5 | 97.8
COc1cccc(Nc2nc(-c3ccc(O)cc3)cs2)c1 | 0.3 | 8.7 | -28.1 | 0.2 | 0.0 | 14.2 | 4.5 | 88.8 | -3.7 | 94.2
O=C(N/N=C/c1ccc(Cl)c([N+](=O)[O-])c1)c1ccc2nc[nH]c2c1 | 2.5 | 10.9 | -16.2 | 0.2 | -26.5 | 10.1 | 34.4 | 12.6 | -5.5 | 7.5
Cc1ccc(-c2nc(CSc3nc4ccccc4c(=O)n3CCO)cs2)cc1 | 5.1 | 4.7 | -5.1 | -6.4 | 6.6 | 1.4 | . | 95.4 | -1.1 | 80.5
CCOC(=O)N1CCN(S(=O)(=O)c2ccc(OC)c3ccccc23)CC1 | 3.4 | 13.1 | -2.3 | -0.6 | 5.5 | -6.5 | -20.0 | 69.1 | -2.9 | 75.8
CCCc1sc(N/N=C/c2ccccn2)nc1-c1ccc(F)cc1 | 1.9 | 2.8 | . | . | -32.6 | 3.9 | -7.8 | 3.1* | -7.3 | 3.2*
COc1ccc(/C=C2\SC(=O)N(CCNC(=O)Cc3coc4cc(OC)ccc34)C2=O)cc1 | 8.8 | 13.8 | -0.3 | -7.7 | -30.8 | 2.1 | 21.6 | 86.8 | -1.1 | 83.8
Cn1c(=O)[nH]c(=O)c2c1nc(CN1CCN(c3ccc(F)cc3)CC1)n2CCc1ccccc1 | 1.3 | 24.1 | 4.6 | . | -12.8 | 8.1 | 5.4 | 72.5 | -3.5 | 91.1
CCCNC(=O)NCc1ccc(N2CCCC2=O)cc1 | 0.1 | 10.2 | -4.5 | -0.3 | -28.7 | -3.2 | 2.3 | 103.9 | 0.2 | 92.2
CN(CC(=O)Nc1c(Cl)cccc1Cl)C(=O)CCCN1C(=O)c2ccccc2C1=O | -0.5 | 4.8 | 3.8 | . | -22.5 | 5.7 | 7.0 | 98.1 | -0.8 | 93.5
CC(=O)NN1C(=O)c2ccc(Oc3cccc([N+](=O)[O-])c3)cc2C1=O | -1.6 | 4.8 | -14.5 | . | -17.9 | -4.1 | . | 91.6 | -1.5 | 94.0
